Menin-MLL TR inh – qHTS Assay for Inhibitors Targeting the Menin-MLL Interaction in MLL Related Leukemias: Competition With Texas Red Labeled MLL-derived Mutant Peptide | O00255 | Menin + Texas Red MLL mutant peptide, fluorescence polarization | Potency, µM (titrated, usually from 61.6 µM), inactives show at the highest dose FP activity change, negative = inhibition, usual class: inhibitors | hit rate 0.23% among 270,000; active = well fitted inhibition curve with a large enough effect in the polarisation, with a control signal flat, not every such curve was filed as active; inconclusive = small, poorly fitted or top-dose-only effect, or effect the other way, or a change in a side signal; inactive = no such curve, though single readings can be large or run the other way; the % refers to the polarisation; note: potency is the fitted concentration of half-maximal effect; % of control where 0% means no effect; many of its hits are not listed in these tables
Target sequence (O00255 whole entry, looked up): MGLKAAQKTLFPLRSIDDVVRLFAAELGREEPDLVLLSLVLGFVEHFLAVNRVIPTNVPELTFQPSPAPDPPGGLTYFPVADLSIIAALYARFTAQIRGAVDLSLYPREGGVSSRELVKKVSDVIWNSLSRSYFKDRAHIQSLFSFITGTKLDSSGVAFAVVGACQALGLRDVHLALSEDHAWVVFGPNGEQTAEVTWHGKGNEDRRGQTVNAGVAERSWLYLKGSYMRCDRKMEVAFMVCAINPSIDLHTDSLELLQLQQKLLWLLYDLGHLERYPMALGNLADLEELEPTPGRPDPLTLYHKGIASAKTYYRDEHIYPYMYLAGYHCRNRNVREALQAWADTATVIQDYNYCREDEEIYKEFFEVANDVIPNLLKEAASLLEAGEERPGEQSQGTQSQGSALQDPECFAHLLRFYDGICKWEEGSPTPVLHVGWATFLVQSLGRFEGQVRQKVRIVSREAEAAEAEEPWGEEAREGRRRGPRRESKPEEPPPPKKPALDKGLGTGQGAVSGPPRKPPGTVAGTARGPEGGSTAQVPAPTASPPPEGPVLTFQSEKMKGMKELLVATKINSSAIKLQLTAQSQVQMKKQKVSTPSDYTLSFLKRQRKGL
FBPA coupling cs – qHTS Assay for Inhibitors of Fructose-1,6-bisphosphate Aldolase from Giardia Lamblia: Coupling assay counterscreen; coupling enzyme system counterscreen, AmpLite Red fluorescence; activity change, negative = inhibition, % at 58.2 µM, hits read low; hit rate 0.67% among 290,000; in the data active = activity change below about -30%; note: % is set by controls: 0 for no effect and ±100 for the full control effect
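Compounds tested against the coupling enzymes alone at 57.5 uM final; readout was AmpLite Red fluorescence (525/598 nm) after 20 min at RT.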
Active calls of the source: *; ? = inconclusive; & = joins results of further samples; [ ] = remark or other dose. Not all compounds are listed, so the mix of outcomes need not match the whole.

SMILES	Menin-MLL TR inh	FBPA coupling cs
CCCCCCCCCCCCC/C=C\[C@@H](O)[C@@H](N)CO	?	1
O=C1OC(CO)C(O)C(O)C1O (centres undefined)	-13%	-1
O=C1[C@H]2[C@H]3[C@H](O)[C@H](O)C/C(=N/OCc4ccccc4)[C@@H]3CC[C@@H]2C(=O)N1C[C@@H]1CCCO1	3%[11.7 µM]	0
CC(=O)c1ccc(N2CCOCC2)cc1O	-12%	-1
COc1ccccc1-c1nc(Nc2ccncc2)c2ccccc2n1	5%	-1
CC(=O)Oc1cc(-c2coc3cc(OC(C)=O)c(OC(C)=O)c(OC(C)=O)c3c2=O)cc(OC(C)=O)c1OC(C)=O	?	-51*
COc1ccc2c(c1)C(=O)[C@H](OC(=O)Nc1ccc(OC(F)F)cc1)[C@@H](c1ccc(OC)c(Br)c1)O2	22%	1
COc1ccccc1-c1cncnc1NCCN1CCOCC1	-2%	0
CC(C)[C@H](NC(=O)[C@H](CCCCN)NC(=O)[C@@H](NC(=O)[C@@H]1CCCN1C(=O)[C@H](CCCN=C(N)N)NC(=O)[C@H](CCCN=C(N)N)NC(=O)[C@H](CCCCN)NC(=O)[C@H](CCCCN)NC(=O)CNC(=O)[C@@H](NC(=O)[C@@H]1CCCN1C(=O)[C@@H](N)CCCCN)C(C)C)C(C)C)C(=O)N[C@@H](Cc1ccc(O)cc1)C(=O)N1CCC[C@H]1C(=O)O	?	-3
NC(=O)OC[C@H](O)COc1ccc(Cl)cc1	-3%[24.8 µM]	1
Cn1cc(-c2nc3cnc(Oc4ccccc4)nc3n(C3CC3)c2=O)c2ccccc21	4%	2
CC(=O)N1CC[C@@H]2CC(=O)C[C@@H](C)[C@@H]21	5%[138 µM]	3
Cc1cccc(CNc2ncnc3ccc(-c4ccccc4CN(C)C)cc23)c1	-12%	-1
CN(C)C(=O)c1ccc(-c2nc(Nc3ccc(F)cc3)c3ccccc3n2)cc1	32%[activator]	-2
CC1(C)CO[C@H](CC(=O)O)CN1	7%[24.8 µM]	3
CC(C)OC(=O)[C@H]1O[C@H](CCCCOCc2ccccc2)[C@@H](C)[C@H]2O[C@H]21	-14%	-1
COc1ccccc1CNc1ccnc(-c2c(C)noc2C)n1	-6%	3
O=c1c(-c2cccs2)nc2cnc(N3CCOCC3)nc2n1CCc1ccccc1	-7%	2
O=C(c1cccc(F)c1)N1CCC[C@@]2(CCN(C(c3ccccc3)c3ccccc3)C2)C1	-26%	1
O=c1[nH]c(-c2ccccc2O)nc2ccccc12	-1%	0
CCOC(=O)OCC1OC(c2ccc(C(C)=O)cc2)C=CC1OC(=O)OCC (centres undefined)	0%[11.7 µM]	9
CN(C)c1nc(-c2cccnc2)nc2ccccc12	-21%	1
CC(C)C[C@H](NC(=O)[C@H](CC(C)C)NC(=O)[C@H](Cc1ccc(O)cc1)NC(=O)CNC(=O)[C@H](C)NC(=O)[C@H](CO)NC(=O)[C@H](CC(N)=O)NC(=O)[C@H](CC(C)C)NC(=O)[C@@H](NC(=O)[C@H](Cc1c[nH]c2ccccc12)NC(=O)CN)[C@@H](C)O)C(=O)NCC(=O)N1CCC[C@H]1C(=O)N1CCC[C@H]1C(=O)N1CCC[C@H]1C(=O)NCC(=O)N[C@@H](Cc1ccccc1)C(=O)N[C@@H](CO)C(=O)N1CCC[C@H]1C(=O)N[C@@H](Cc1ccccc1)C(=O)N[C@@H](CCCNC(=N)N)C(N)=O	-3%	4
OC[C@H]1O[C@@H](O[C@@H]2OC=C[C@H]3[C@H](O)[C@@H]4O[C@]4(CO)[C@@H]23)[C@H](O)[C@@H](O)[C@@H]1O	-6%	7
CN(C)c1ncc2nc(-c3ccc(F)cc3)c(=O)n(C3CC3)c2n1	-6%	0
CC(C)C[C@@H](CC(=O)N[C@H](CC(=O)N[C@@H]1CCNC[C@H]1C(=O)N[C@H](CC(=O)N[C@@H](CCC(=O)O)CC(=O)O)CC(C)C)C(C)C)NC(=O)[C@@H]1CCCC[C@H]1N	0%	0
COc1ccccc1CN1CC2(CCN(C(=O)c3cccc(F)c3)CC2)C1	2%	2
Cc1nc2cnc(Oc3cccc(Cl)c3)nc2n(Cc2ccc(F)cc2)c1=O	1%	5
CCCCCC(C)N (centres undefined)	16%	0
COc1ncc2nc(-c3ccccc3)c(=O)n(C[C@H]3CCCO3)c2n1	0%	2
NC1(C(=O)O)C[C@H](C(=O)O)[C@H](C(=O)O)C1 (some centres undefined)	-13%[24.8 µM]	0
Cn1c(=O)c(-c2ccc(F)cc2)nc2cnc(Nc3ccccc3)nc21	19%	1
COC(=O)c1nnc(SC)nc1C(=O)OC	6%	-1
CC1CCC2C(=O)OC(Cc3ccccc3)CN2C1c1ccc(Br)cc1 (centres undefined)	-1%&0%[11.7 µM]	0&2
COCCn1c(=O)c(-c2cccc(C#N)c2)nc2cnc(N(C)C)nc21	?	-2
CCCCc1nc2c(c3c1CC(C)OC3)CN(CCOc1ccccc1)CC2 (centres undefined)	12%[11.7 µM]	-1
CNc1ncncc1-c1ccccc1C	-5%	1
COc1ccc(-c2nc3cnc(OC)nc3n(C3CC3)c2=O)cc1	-4%	-3
CCCCCCCCCCCCCCC(F)C(=O)O (centres undefined)	-2%	2
N[C@@H](CO)C(=O)NNCc1ccc(O)c(O)c1O	-10%[24.8 µM]	-19
Nc1ncnc2c1[nH]c(=O)n2C1OC(CO)C(O)C1O (centres undefined)	-11%	1
C=CCN(C)CCCCCCOc1ccc(C(=O)c2ccc(Br)cc2)c(F)c1	?	-2
Cn1c(-c2ccccc2)c(O)c(=O)c2ccccc21	-5%[11.7 µM]	-2
Cn1cccc1C(=O)N1CCC2(CCN(Cc3ccc(C#N)cc3)CC2)CC1	-9%	0
COc1cc(-c2oc3cc(O)cc(O)c3c(=O)c2O[C@@H]2O[C@H](CO)[C@@H](O)[C@H](O)[C@H]2O)cc(OC)c1O	-3%	-3
Cc1noc(C)c1-c1ccc2ncnc(N3CCN(C)CC3)c2c1	-25%	2
COc1cccc(Cn2c(=O)c(-c3cc(F)cc(F)c3)nc3cncnc32)c1	2%	1
CCC/C=C/C(C)O (centres undefined)	18%	0
O=C1CCCC=C1[C@@H](O)COCc1ccccc1	-10%[11.7 µM]	4
C#CCn1c(=O)c2c(nc(/C=C/c3cccc(OC)c3)n2C)n(CCCOP(=O)(O)O)c1=O	-6%	2
c1cncc(CNc2ncncc2-c2ccoc2)c1	2%	-3
C=CCOC(=O)N[C@@H](c1ccccc1)[C@@H](C)[N+](=O)[O-]	0%	2
FC(F)(F)c1ccc(-c2noc(-c3ccccc3)c2I)cc1	?	-2
CC[C@H](C)[C@H](NC(=O)[C@@H](NC(=O)[C@@H](CC(=O)NO)Cc1ccccc1)[C@@H](C)CC)C(=O)O	11%	0
COC(=O)N1CCC2(CCCN(c3ncccn3)C2)CC1	-21%	2
CCNc1ncc2nc(-c3cc(F)cc(F)c3)c(=O)n(Cc3ccc(F)cc3)c2n1	8%	-2
CC(C)CN1CCC2(CC1)CCN(C(=O)c1cccn1C)CC2	8%	-1
C=CCOC(=O)N[C@H](/C(C(=O)OC)=C(\C)NCc1ccccc1)c1ccc(C)cc1	-5%	0
CC(=O)N1CCC2(CC1)CCN(c1ncccn1)CC2	22%	-1
COc1ccc(-n2c(=O)c(-c3ccccc3)nc3cnc(N4CCNCC4)nc32)cc1	8%	-1

Continued.
SMILES	Menin-MLL TR inh	FBPA coupling cs
FC(F)(F)c1ccccc1-c1nc(NCCN2CCOCC2)c2ccccc2n1	2%	5
CC(C)C(=O)NC(=O)C1CCCN1C(=O)/C=C/c1ccccc1 (centres undefined)	-1%[11.7 µM]	0
COC(=O)/C=C\c1cc(O)ccc1O	4%[24.8 µM]	-8
O=C(c1ccncc1)N1CCC2(CCCN(c3ncccn3)C2)CC1	2%	2
CCOC(=O)CCN1C(=O)[C@H]2[C@H]3[C@H](O)[C@H](O)C/C(=N/NC(=O)OCc4ccccc4)[C@@H]3CC[C@@H]2C1=O	2%[11.7 µM]	1
O=c1c(-c2ccccc2)nc2cnc(Oc3cccc(Cl)c3)nc2n1C[C@H]1CCCO1	-9%	3
COc1ccc(C(O)C2=CCCC2=O)cc1 (centres undefined)	4%&-9%	2&4
CC(=O)N[C@H](CS)C(=O)O	-5%	-5
O=C(c1ccncc1)N1CCC2(CC1)CCN(c1cccc(-c3ccccc3)c1)CC2	-9%	2
C=C1O[C@@](CO)(n2cnc3c(N)ncnc32)[C@H](O)[C@@H]1O	19%	-1
N#Cc1ccc(CS(=O)(=O)c2nnnn2C2CCCCC2)cc1	-1%	2
COC(=O)N1CCC2(CCCN(c3ccccn3)C2)CC1	-5%	1
COc1cccc(-c2oc3ccccc3c(=O)c2O)c1	18%[24.8 µM]	-1
O=S(=O)(c1ccccc1)N1CCC2(CCCN(c3cccc(-c4ccccc4)c3)C2)CC1	17%	0
O=S(=O)(Nc1cccc2cccnc12)c1ccc(Br)cc1	?	-17
COCCn1c(=O)c(-c2cccc(C#N)c2)nc2cnc(N3CCN(C)CC3)nc21	3%	0
COc1ccc2[nH]cc(CCNc3ccnc(-c4ccccc4C)n3)c2c1	56%[activator]	-3
COc1ccc2c(c1)OC(=O)CC2c1ccccc1C (centres undefined)	10%[94.6 µM]	2
COC1=C2C[C@H](C)C[C@H](OC)[C@H](O)[C@@H](C)/C=C(/C)[C@H](OC(N)=O)[C@@H](OC)/C=C\C=C(\C)C(=O)NC(=CC1=O)C2=O	27%	-20
CC1CCC2C(C)(C)C3CC12CC[C@]3(C)O (some centres undefined)	5%	7
Nc1ccccc1Oc1ccccc1	-7%	1
O=c1[nH]ccc2c(S(=O)(=O)N3CCCNCC3)cccc12	1%&3%	0&4
C[C@@H](O)CCC[C@H](O)/C=C/[C@H]1[C@H](O)CC(=O)[C@@H]1C/C=C\CCCC(=O)O	-8%	-3
C=CCc1ccc(O)c(OC)c1	19%[24.8 µM]	3&0
N#Cc1cccc(-c2nccc(NCc3cccs3)n2)c1	?	0
COc1ccc(-c2coc3cc(O)ccc3c2=O)c(O)c1O	8%	-13
COc1ccc(-c2c(O)c3c(OC)c4c(cc3oc2=O)OC(C)(C)C=C4)cc1	?	15
COc1cc2c(cc1OC)C(c1c[nH]c3ccccc13)NCC2 (centres undefined)	-1%	1

Sorted by SMILES length (descending): some entries from above.
SMILES	Menin-MLL TR inh	FBPA coupling cs
COc1ccc(-c2c(O)c3c(OC)c4c(cc3oc2=O)OC(C)(C)C=C4)cc1	?	15
COc1ccc2[nH]cc(CCNc3ccnc(-c4ccccc4C)n3)c2c1	56%[activator]	-3
O=c1[nH]ccc2c(S(=O)(=O)N3CCCNCC3)cccc12	1%&3%	0&4

Grouped by structure: the entries above containing an aryl methoxy group
SMILES	Menin-MLL TR inh	FBPA coupling cs
COc1ccccc1-c1nc(Nc2ccncc2)c2ccccc2n1	5%	-1
COc1ccc2c(c1)C(=O)[C@H](OC(=O)Nc1ccc(OC(F)F)cc1)[C@@H](c1ccc(OC)c(Br)c1)O2	22%	1
COc1ccccc1-c1cncnc1NCCN1CCOCC1	-2%	0
COc1ccccc1CNc1ccnc(-c2c(C)noc2C)n1	-6%	3
COc1ccccc1CN1CC2(CCN(C(=O)c3cccc(F)c3)CC2)C1	2%	2
COc1ncc2nc(-c3ccccc3)c(=O)n(C[C@H]3CCCO3)c2n1	0%	2
COc1ccc(-c2nc3cnc(OC)nc3n(C3CC3)c2=O)cc1	-4%	-3
COc1cc(-c2oc3cc(O)cc(O)c3c(=O)c2O[C@@H]2O[C@H](CO)[C@@H](O)[C@H](O)[C@H]2O)cc(OC)c1O	-3%	-3
COc1cccc(Cn2c(=O)c(-c3cc(F)cc(F)c3)nc3cncnc32)c1	2%	1
C#CCn1c(=O)c2c(nc(/C=C/c3cccc(OC)c3)n2C)n(CCCOP(=O)(O)O)c1=O	-6%	2
COc1ccc(-n2c(=O)c(-c3ccccc3)nc3cnc(N4CCNCC4)nc32)cc1	8%	-1
COc1ccc(C(O)C2=CCCC2=O)cc1 (centres undefined)	4%&-9%	2&4
COc1cccc(-c2oc3ccccc3c(=O)c2O)c1	18%[24.8 µM]	-1
COc1ccc2[nH]cc(CCNc3ccnc(-c4ccccc4C)n3)c2c1	56%[activator]	-3
COc1ccc2c(c1)OC(=O)CC2c1ccccc1C (centres undefined)	10%[94.6 µM]	2
C=CCc1ccc(O)c(OC)c1	19%[24.8 µM]	3&0
COc1ccc(-c2coc3cc(O)ccc3c2=O)c(O)c1O	8%	-13
COc1ccc(-c2c(O)c3c(OC)c4c(cc3oc2=O)OC(C)(C)C=C4)cc1	?	15
COc1cc2c(cc1OC)C(c1c[nH]c3ccccc13)NCC2 (centres undefined)	-1%	1

Assay outcomes as filed in PubChem BioAssay.
